Bioassay records: PubChem BioAssay, several laboratories
Avidin bead fluor = compound fluoresces at 488/530 nm on avidin beads; compound fluorescence 488/530 nm, flow cytometry; active compounds read high; fluorescence (KMESF) at 10 µM; hit rate 0.38% among 220,000; in the data active = fluorescence above about 47; also: inactives centre near 10
Pf gamet viab = inhibitors of late stage P. falciparum gametocyte viability | P. falciparum stage V gametocytes, ATP luminescence, 24 h | AID 743093 | hit rate 0.065% among 150,000 | inhibition, % at 10.9 µM;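 active = inhibition above the mean plus 3 SD of compounds within the control limits, set per campaign, cut at about 38% in these data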;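 also: 0% = DMSO wells and 100% = medium only without gametocytes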
An asterisk follows results filed as active.

Below each SMILES – Avidin bead fluor, Pf gamet viab
> Cc1c(S(=O)(=O)NCc2ccccc2)c(=O)n(C)c(=O)n1C
  8, -7.2
> O=C(Nc1ccc(Cl)cc1)NC1CCCCNC1=O (stereo not drawn)
  6, -24.5
> Cc1cc(C)nc(N/N=C/C2=C(O)CC(c3ccc(F)cc3)CC2=O)n1 (stereo not drawn)
  8, -1.4
> CC(C)n1c(SCC(=O)Nc2ccccc2)nc2c1c(=O)[nH]c(=O)n2C
  5, -7.2
> Nc1ccc(C(=O)OCCCc2nc3cc4ccccc4cc3[nH]2)cc1
  7, 6.4
> CS(=O)(=O)Oc1ccc2c(c1)O/C(=C\C=C\c1ccccc1)C2=O
  10, 23.3
> COc1ccccc1NS(=O)(=O)c1cc(NC(=O)c2sccc2C)ccc1N1CCOCC1
  6, 12.3
> Cc1cc(C)n2c(SCc3ccc(Br)cc3)nnc2n1
  7, 18.3
> O=C(Cc1ccc([N+](=O)[O-])cc1)N1N=C2CCCCC2C1(O)C(F)(F)F (stereo not drawn)
  31, -28.4
> Clc1ccc(/C=N/Nc2ncnc3nc[nH]c23)cc1
  9, 5.0
> COc1ccc(C(=O)Cn2c(C)nc([N+](=O)[O-])c2Br)cc1
  5, -8.1
> Cc1c(NC(=S)N/N=C/c2cc([N+](=O)[O-])ccc2O)c(=O)n(-c2ccccc2)n1C
  22, -5.4
> C=CCNc1nnnc2c1sc1nc(N3CCOCC3)c3c(c12)CCCC3
  8, 7.3
> O=C(CCSc1ccc(Cl)cc1)N1CCN(c2ccc(O)cc2)CC1
  3, -5.4
> COc1ccc(-n2c(-c3ccc(Cl)cc3)c[n+]3c2CCCCC3)cc1
  7, -4.4
> CCN(CC)S(=O)(=O)c1ccc(Cl)c(NC(=O)CCCCl)c1
  9, 14.9
> COCC(=O)OCc1cc2cccc(C)c2[nH]c1=O
  7, 7.0
> Cc1nc(SCC(=O)N2CCOCC2)c2c(=O)n(C)c(=O)n(C)c2n1
  7, 12.1
> CC(C)c1nc2oc3c(N(C)CCO)ncnc3c2c2c1CCC2
  9, 17.9
> Cc1ccnc2nc(C(=O)OCC(=O)c3c[nH]c4ccccc34)nn12
  6, 5.6

Below each SMILES – Avidin bead fluor, Pf gamet viab
> O=C(CSc1ccccc1)NC(=O)NCc1ccccc1
  8, 6.6
> COC(=O)c1cc(NS(=O)(=O)c2ccc(F)cc2)ccc1N1CCOCC1
  5, -9.0
> Cc1ccc(NNC(=O)c2ccc(Cl)cc2)nn1
  6, -0.4
> O=C(CSc1n[nH]c(=O)n1Cc1ccco1)c1ccc(F)cc1
  3, 12.8
> Cc1ccc(C(=O)OC(C)CN2CCN(C)CC2)cc1 (stereo not drawn)
  7, -28.0
> CCn1c(=O)c(C(=O)CC#N)c(N)n(Cc2ccccc2)c1=O
  5, -27.0
> COc1cc(CO)ccc1OCc1ccc(Cl)nc1
  3, -1.7
> Cn1nccc1NS(=O)(=O)c1ccc(F)cc1
  7, -3.0
> Cc1oc(-c2ccccc2)cc1C(=O)NC1CCN(Cc2ccccc2)CC1
  10, -9.1
> O=C(Nc1nnc(-c2ccc(F)cc2)s1)Nc1ccccc1F
  8, -13.0
> N#C/C(=C\c1c(N2CCOCC2)nc2ccccn2c1=O)C(=O)NC1CCS(=O)(=O)C1 (stereo not drawn)
  4, 7.3
> CC(C)Cn1c(=O)c2c(nc3n2CCS3)n(C)c1=O
  9, -10.2
> CCN(CC)CCCNc1oc(/C=C/c2ccccc2)nc1C#N
  8, -0.7
> Cc1cc([N+](=O)[O-])nn1CC(=O)N/N=C/c1ccc(O)cc1O
  5, -30.9
> C[N+](C)(C)CCN1C(=O)CSC1=O
  7, -11.6
> O=[N+]([O-])c1ccc(N2CCCC2)nc1N1CCCC1
  4, -4.8
> COc1ccc2[nH]c3c(c2c1)CCC/C3=N\N
  4, -0.9
> COc1ccc(/C=C/C(=O)NNc2cc(=O)n(C)c(=O)n2C)cc1OC
  8, -7.9
> O=C(NCc1ccccc1)c1onc(CSc2ccccn2)c1C(=O)NCc1ccccc1
  14, 3.8
> CC1CCCC(C)N1C(=S)NCc1ccco1 (stereo not drawn)
  7, -2.3

Below each SMILES – Avidin bead fluor, Pf gamet viab
> CCC(=O)N/C(N)=N/c1nc2ccccc2o1
  4, 4.7
> Cn1nc(NC(=O)C(C)(C)C)c2c(F)cccc21
  7, 0.2
> CCOP(=O)(OCC)/C(=N/OC(=O)c1cccc([N+](=O)[O-])c1)C(N)=O
  3, 7.8
> O=C(Nc1nc2cc3c(cc2s1)OCCO3)C1=COCCO1
  6, 4.4
> Cc1nn(-c2ccccn2)c2c1C(=O)CC(C)(C)C2Br (stereo not drawn)
  3, -10.4
> CCOc1ccc(NC(=O)CN(C)S(=O)(=O)c2ccc3c(c2)CCC(=O)N3)cc1
  9, 9.5
> O=C(c1ccco1)N1CCN(CCOc2ccccc2)CC1
  4, -1.7
> Cc1cccn2c(=O)c(/C=C(\C#N)C(=O)NCc3ccco3)c(N3CCOCC3)nc12
  21, 8.0
> CC1(C)SC(=S)N(c2ccccc2)C1/[N+]([O-])=C/c1cccc([N+](=O)[O-])c1 (stereo not drawn)
  3, 16.7
> CCOC(=O)c1sc(N2N=C(C)C(N=Nc3cccc(C)c3)C2=O)nc1C (stereo not drawn)
  6, -27.2
> C/C(=N\Nc1ccc2nncn2n1)c1ccccn1
  8, -17.5
> CCCCC1=CC2=CC(=O)C(C)(OC(=O)CC)C(=O)C2=CN1CCc1ccc(Br)cc1 (stereo not drawn)
  12, -7.2
> O=C(Oc1ccccc1)c1ccc2c(c1)C(=O)N(Cc1ccncc1)C2=O
  3, 11.4
> CCOC(=O)Cn1c(O)c(N=NC(=O)OC)c2ccccc21
  4, -11.2
> CN(C)C=Nc1nonc1-c1ccccc1
  3, -5.2
> CCOc1ccc(CSC(=N)N)cc1Cl
  4, 14.7
> COc1ccccc1C(=O)N/C(=C\c1ccc(Br)cc1)C(=O)N1CCCC1
  10, 23.6
> COc1cc(/C=C/C(=O)O)cc(S(=O)(=O)Nc2ccccc2Oc2ccccc2)c1OC
  13, 2.3
> Cc1ccc(C2C3C(=O)N(c4ccc(C)cc4)C(=O)C3N3CCCN23)cc1 (stereo not drawn)
  5, 7.7
> C[C@@]12CCC=C[C@H]1[C@H](c1ccc3ccccc3c1/C=C/c1ccccc1)N(Cc1ccccc1)C2=O
  8, 13.4

Below each SMILES – Avidin bead fluor, Pf gamet viab
> COc1ccc(Cn2c(C)nc3c(c(=O)c4ccccc4n3C)c2=O)cc1
  6, -5.8
> COc1ccc(NS(=O)(=O)c2ccc(Cl)s2)cn1
  6, 15.0
> CC(=O)c1c(C)oc2c1cc(O)c1ccccc12
  8, 25.4
> O=C(NCCc1cccs1)C1CC1
  7, 1.6
> O=C(CSc1nccc(=O)[nH]1)c1cc2ccccc2o1
  7, -18.8
> CCCc1cc(=O)[nH]c(SCC(=O)Nc2ccc([N+](=O)[O-])cc2C#N)n1
  9, 5.9
> COc1ccc(NC(=O)CC2C(=O)NCCN2C(=O)c2ccccc2)cc1 (stereo not drawn)
  6, -3.1
> CC1(C)Cc2cccc(C(=O)NCc3ccco3)c2O1
  7, -2.5
> COc1ccc(Cl)cc1NC(=O)c1cc(-c2cc(C)ccc2O)n[nH]1
  7, 13.8
> O=S(=O)(c1ccc(Cl)cc1)N1CCC(n2cccc2)CC1
  6, 11.7
> O=C(O)Cn1nnc2ccccc21
  4, -6.2
> O=C(/C=C/c1ccccc1)Nc1cccnc1Oc1ccccc1F
  7, -4.0
> Cc1cccc(C)c1Nc1c(-c2ccccc2O)nc2ncccn12
  4, 6.6
> O=C(Cn1cnc2ccccc2c1=O)Nc1cccc(S(=O)(=O)N2CCCCC2)c1
  5, -8.7
> Cc1nc(CNC(=O)CC2C(=O)NCCN2Cc2ccoc2)nc2c1CCCC2 (stereo not drawn)
  5, 7.5
> COC(=O)[C@@H](NC(=O)NC1CCCCC1C)C(C)C (stereo partly drawn)
  7, -14.7
> Cc1nc2ccccc2c(=O)n1NC(=O)c1cc(Br)ccc1Cl
  7, -23.2
> c1ccc(-c2csc3ncnc(NCc4ccccn4)c23)cc1
  6, -6.5
> Cc1cc(C)cc(N(CC(=O)NC2CCCC2)S(=O)(=O)c2c(C)[nH]c(=O)[nH]c2=O)c1
  8, -8.5
> O=C(CSc1ccccc1C(=O)O)NC1CCCCCC1
  6, 2.8

Below each SMILES – Avidin bead fluor, Pf gamet viab
> O=C1CCCC2=C1Sc1ccc(Cl)cc1N2
  9, -21.3
> CC(C)(C)SCCNC(=O)/C=C/c1ccccc1
  7, -10.5
> CCCC12CN3CC(CCC)(CN(C1)C3c1ccco1)C2=O (stereo not drawn)
  3, 13.8
> NS(=O)(=O)c1ccc(NC(=O)c2c(F)cccc2Cl)cc1
  3, 7.7
> CC(C)(C)OC(=O)NC(CC(=O)OCc1ccccc1)C(=O)O (stereo not drawn)
  3, 1.0
> Cc1ccc(S(=O)(=O)NNC(=O)c2ccoc2C)cc1
  8, 3.9
> COc1cc(/C=N/NC(=O)C[n+]2ccccc2)cc(OC)c1OC(C)=O
  11, 7.6
> COc1ccc(/C=C/C(=O)Nc2ccccc2)cc1S(=O)(=O)N1CCOCC1
  6, -12.9
> O=S(=O)(CCSc1ccc(C(F)(F)F)cn1)c1ccc(Cl)cc1
  6, -14.6
> CCN1CCN(Cc2ccc(NC(=O)c3ccc(C)c(NC(=O)c4nccn4C)c3)cc2C(F)(F)F)CC1
  9, -15.3
> O=C1NC(=Nc2ccccc2)S/C1=C\c1cccnc1
  7, -3.2
> Cc1cc(C)n2cc(CSc3ccc(Cl)cc3)nc2n1
  5, -4.5
> O=C1NC[C@@H](Cc2cccc3ccccc23)N(CC2(c3ccccc3)CC2)C1=O
  8, -8.5
> CCOc1ccc(Cn2cc(F)c(=O)[nH]c2=O)cc1
  7, -3.4
> O=C(NNc1ncccc1-n1cccc1)c1ccc(Cl)cc1
  2, -3.4
> O=C(CC1C(=O)NCCN1Cc1ccoc1)NCc1cccc(OC(F)(F)F)c1 (stereo not drawn)
  6, 11.8
> C/C(N=Nc1nc2ccccc2s1)=N\Nc1ccccc1O
  7, 27.4
> CCc1nnc(NC(=O)c2n[nH]c(=O)c3ccccc23)s1
  8, 8.0
> COc1ccc(-c2nn(-c3ccccc3)cc2/C=N/Nc2ccc(Cl)c(C(=O)O)c2)cc1OC
  4, 14.3
> NCCCC[C@H]1CN=C(N)N1CCC12CC3CC(CC(C3)C1)C2
  9, -24.6

Arranged by number of heavy atoms (high to low): some entries from above
Below each SMILES – Avidin bead fluor, Pf gamet viab
> CCN1CCN(Cc2ccc(NC(=O)c3ccc(C)c(NC(=O)c4nccn4C)c3)cc2C(F)(F)F)CC1
  9, -15.3
> O=C(CC1C(=O)NCCN1Cc1ccoc1)NCc1cccc(OC(F)(F)F)c1 (stereo not drawn)
  6, 11.8
> NS(=O)(=O)c1ccc(NC(=O)c2c(F)cccc2Cl)cc1
  3, 7.7

Given as tab-separated lines: part of the list above
structure	Avidin bead fluor	Pf gamet viab
Cc1ccc(S(=O)(=O)NNC(=O)c2ccoc2C)cc1	8	3.9
COc1cc(/C=N/NC(=O)C[n+]2ccccc2)cc(OC)c1OC(C)=O	11	7.6
COc1ccc(/C=C/C(=O)Nc2ccccc2)cc1S(=O)(=O)N1CCOCC1	6	-12.9

The main list resumes, repeating the 2 entries before the break.
Below each SMILES – Avidin bead fluor, Pf gamet viab
> COc1ccc(-c2nn(-c3ccccc3)cc2/C=N/Nc2ccc(Cl)c(C(=O)O)c2)cc1OC
  4, 14.3
> NCCCC[C@H]1CN=C(N)N1CCC12CC3CC(CC(C3)C1)C2
  9, -24.6
> Cc1ccc(N(CC(O)CN2C(=O)NC(C)(C)C2=O)S(=O)(=O)c2ccc(C)cc2)cc1 (stereo not drawn)
  7, 1.0
> CSc1nc2ccc(NS(=O)(=O)c3ccc(Br)s3)cc2s1
  6, 14.8
> CC12CCC(C/C1=N\OC(=O)c1c(F)cccc1F)C2(C)C (stereo not drawn)
  9, 11.8
> Cc1ccc(SCc2nc3ncccn3c2Br)cc1
  75*, 16.9
> COc1ccc(C2CC(=O)N(c3ccccc3)C3=C2C(=O)CCC3)cc1 (stereo not drawn)
  8, -24.6
> CCc1cc(CNC(=O)CC2C(=O)NCCN2Cc2ccccc2C(F)(F)F)on1 (stereo not drawn)
  4, -0.1
> O=C(O)CCC(=O)NCC(=O)c1ccc(F)cc1
  6, 13.4
> O=C(Nc1ccc(CN2CCS(=O)(=O)CC2)cc1)c1ccc(F)cc1
  2, -19.8
> Nc1ccc(CNc2ncn[nH]2)cc1
  13, 14.6
> Cc1cc(N/N=C/c2ccc(O)cc2O)nc(N2CCOCC2)n1
  8, -10.3
> O=C(CNC(=O)c1ccco1)N/N=C/c1cccs1
  6, 19.6
> COC(=O)CCC(=O)OC1(C)C(=O)C=C2C=C(C3CC3)N(CCCCO)C=C2C1=O (stereo not drawn)
  7, 8.5
> COc1ccc(Cl)cc1NC(=S)N1CCN(S(C)(=O)=O)CC1
  6, -5.5
> O=C(COC(=O)c1ccc(NS(=O)(=O)c2cccs2)cc1O)Nc1ccc(F)cc1
  4, -14.8
> Clc1ccc(-c2ccccc2)nn1
  15, -5.2
> COC(=O)c1[nH]c2cc(OC)ccc2c1N=CN(C)C
  3, -11.7
> O=C(c1nc2ccccc2[nH]1)c1ccccc1[N+](=O)[O-]
  7, 4.6
> CN(C)c1nc(Nn2cnnc2)nc(N(C)C)n1
  3, -3.0
> CN1CCN(CC(=O)NN2CC(=O)N(c3ccc(F)cc3)CC2=O)CC1
  6, -6.4
> FC(F)(F)c1nnc(N2CCN(c3ccc(Cl)cc3)CC2)s1
  8, -0.9

The list is partial; the hit share may differ from the screen's.
